# Screens deposited in PubChem by Sanford-Burnham Center for Chemical Genomics.
# HIV fusion peptide: inhibitors of HIV fusion peptide binding, primary screen, biochemical, uHTS, fluorescence dequenching (AID 1986); 0.3% of 290,000 active; one-dose inhibition, % at 20 µM; IC50 in µM for titrated hits; cell-free peptide binding, fluorescence dequenching, 30 min; higher % means a stronger effect; in the data active = inhibition mostly above about 52%, no sharp cut-off; inactive = mostly below about 76%; also: some results filed as inactive read as strong as hits
# Siah-1 displacement: blockers of Siah-1 interaction with plectin peptide – biochemical, fluorescence polarization, rhodamine-plectin, uHTS, primary screen (AID 1817) | displacement, % at 20 µM; hits with a dose series show IC50 in µM | Siah-1 / rhodamine-plectin peptide fluorescence polarization; higher % means a stronger effect | 0.02% of 290,000 active;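 active = displacement of at least 50% at 20 µM, with a fluorescence ratio check between 0.3 and a set limit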;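 also: plate controls were Siah plus tracer with DMSO for no effect and tracer alone without Siah for full effect; strong numbers were not always called active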
# KOR beta-arrestin-1: KOR agonists, beta-arrestin recruitment, primary screen, cell-based, luminescence, uHTS (AID 1777). 0.02% of 280,000 active. KOR beta-arrestin recruitment, luminescence; higher % means a stronger effect. activation, % at 10 µM, or EC50 in µM where a hit was titrated; in the data active = activation above about 50%, passing the limit was not always enough; also: a part of the inactive calls stands beside numbers as strong as those of hits
# KOR beta-arrestin-2: KOR antagonists, beta-arrestin recruitment, cell-based, luminescence, uHTS (AID 1778); 0.091% of 290,000 active; one-dose inhibition, % at 10 µM; IC50 in µM for titrated hits; KOR beta-arrestin recruitment, luminescence, antagonist mode; higher % means a stronger effect; in the data active = inhibition above about 50%; also: strong numbers were not always called active
# NOD1 NF-kB reporter: NOD1 signaling inhibitors, primary screen, cell-based, luminescence, uHTS (AID 1578); NOD1-driven NF-kB luciferase reporter cells, luminescence; higher % means a stronger effect; inhibition, % at 4 µM, or EC50 in µM where a hit was titrated; 1% of 290,000 active; in the data active = inhibition mostly above about 36%, no sharp cut-off; inactive = mostly below about 34%;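 also: HEK-293T reporter cells stimulated with the NOD1 agonist gamma-tri-DAP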
# GPR55 activation: GPR55 agonists via beta-arrestin recruitment, primary screen, imaging, U2OS cells, beta-arrestin-GFP redistribution (AID 1961); activation, % at 10 µM, or EC50 in µM where a hit was titrated; U2OS GPR55 beta-arrestin-GFP redistribution imaging; higher % means a stronger effect; 0.048% of 290,000 active;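 active = activation above 40% with more than 50 cells counted in the well; inconclusive = wells holding fewer than 50 cells, flagged as toxic or sparse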;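 also: U2OS osteosarcoma cells stably expressing GPR55 and beta-arrestin-GFP; plate controls were DMSO negative control for no effect and LPI positive control for full effect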
# AID2073: disruptors of CaV2.2 binding to Mint1 – biochemical, HTRF (AID 2073) | HTRF protein-protein interaction, Mint1-CaV2.2; higher % means a stronger effect | inhibition, % at 20 µM, or IC50 in µM where a hit was titrated | 0.19% of 290,000 active; in the data active = inhibition mostly above about 51%, no sharp cut-off; inconclusive = no clear call, values can overlap the other calls; inactive = mostly below about 53%; also: some results filed as inactive read as strong as hits
# GPR55 LPI antagonism: inhibition of LPI-stimulated GPR55 beta-arrestin translocation – imaging, U2OS, beta-arrestin-GFP, LPI agonist, primary screen (AID 2013) | U2OS GPR55 beta-arrestin-GFP translocation imaging, LPI antagonism; higher % means a stronger effect | one-dose inhibition, % at 10 µM; IC50 in µM for titrated hits | 0.13% of 290,000 active;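 active = spots per cell inhibited over 60%, with over 100 cells counted and total cytoplasm intensity under 500,000; inconclusive = wells with under 100 cells, flagged as likely toxic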;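 also: U2OS cells stably carrying GPR55 and arrestin-GFP stimulated by 5 µM LPI near EC80; imaged beta-arrestin-GFP aggregate spots per cell after agonist stimulation; plate controls were LPI-stimulated DMSO wells for no effect and DMSO wells without LPI for full effect; some results filed as inactive read as strong as hits; confirmed hits need IC50 under 10 µM and bright autofluorescent wells are also inconclusive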
# GPR35 arrestin U2OS: GPR35 antagonists blocking zaprinast-driven arrestin recruitment, primary screen, imaging, U2OS, beta-arrestin-GFP, zaprinast agonist (AID 2058). 0.052% of 290,000 active. one-dose inhibition, % at 10 µM; IC50 in µM for titrated hits. U2OS GPR35 beta-arrestin-GFP translocation imaging, zaprinast antagonism; higher % means a stronger effect;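 active = inhibition of at least 50% with at least 30 cells and total cytoplasm GFP at most 10,000,000; inconclusive = under 30 cells or total GFP of 10,000,000 plus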
# * = called active by the depositor; ? = inconclusive; nt = no result given; [ ] = another dose, or the depositor's remark. The list is partial; rates above refer to the full screens.
compound | HIV fusion peptide | Siah-1 displacement | KOR beta-arrestin-1 | KOR beta-arrestin-2 | NOD1 NF-kB reporter | GPR55 activation | AID2073 | GPR55 LPI antagonism | GPR35 arrestin U2OS
CCc1ccc(NC(=O)CN2CC(c3ccccc3)CC2=O)cc1 (stereo not drawn) | -2.9% | -1% | 3.6% | -21% | 8% | 0.7% | 0% | 2% | -15%
Cc1ccc(NC2=NCCCS2)c(C)c1C | -0.1% | 8% | 0.8% | -9% | -21% | -0.2% | -1% | 13% | -1%
Cc1cccc(N2C(=O)NC(=O)/C(=C\c3cnc(-c4ccccc4)nc3)C2=O)c1 | 22% | 0% | 1.8% | 0% | -16% | 0.3% | 14% | -1% | -9%
Cc1nc2c(Br)cc(Br)cc2cc1O | 0.0% | 4% | -1.4% | 10% | 11µM* | -0.1% | 8% | 12% | 4%
COc1ccc(OCC#CCN2CCCCCC2)cc1 | 0.9% | -5% | -0.3% | -32% | -48% | 0.5% | -6% | 17% | -4%
C/C(=N\Nc1ccccc1)c1c(O)n(C)c(=O)n(C)c1=O | -1.7% | -1% | -6.9% | 16% | -41% | -0.6% | -2% | -23% | 2%
COc1cc(OC)c(OC)cc1CN1CCN(C(=O)COc2ccc3ccccc3c2)CC1 | -1.0% | 2% | 1.9% | -14% | -56% | -0.1% | ? | -8% | 12%
O=C(Nc1ccc(Br)c2ccccc12)c1ccc2ccccc2c1O | 45% | -3% | 1.0% | -6% | 0.79µM* | 0.3% | 43% | -11% | 6%
O=C(c1ccc(N2CCCCC2)c([N+](=O)[O-])c1)N1CCC2(CC1)OCCO2 | -0.1% | 16% | 1.9% | 18% | -30% | -0.7% | 0% | -1% | -4%
O=C(COc1ccc(Cl)cc1)Nc1nc(-c2ccc(S(=O)(=O)N3CCOCC3)cc2)cs1 | 1.3% | 1% | 1.1% | -11% | 10µM* | 0.3% | -6% | 2% | -10%
O=C1NC(=S)NC(=O)C12C(c1ccccc1)NC(=S)NC2c1ccccc1 (stereo not drawn) | 1.8% | -3% | 2.0% | 11% | -18% | 0.2% | -3% | 5% | -1%
Cc1nc2c(c(=O)[nH]1)C(c1ccc([N+](=O)[O-])cc1)c1c(c3ccccc3oc1=O)O2 (stereo not drawn) | -1.7% | 10% | -2.9% | 22% | -2% | 0.2% | 10% | -8% | -2%
NC1=Nc2ccccc2Oc2ccccc21 | -1.0% | -3% | -2.0% | -1% | 12% | -0.2% | 24% | 7% | 10%
CCN(CC)c1ccc(/C=C2\C(=O)NC(=O)N(CC3CCCO3)C2=O)cc1 (stereo not drawn) | 49% | 5% | 11% | -16% | -41% | -0.3% | 8% | -2% | 10%
CC(C)(C)P(=O)(N1CCOCC1)N1CCOCC1 | -2.4% | 17% | -9.8% | 18% | -13% | -0.3% | 9% | 10% | 1%
C#C[C@@]1(O)CCC2C3CCC4=C/C(=N/OCC(=O)NC(C(=O)O)C(C)O)CC[C@]4(C)C3CC[C@@]21C (stereo partly drawn) | -0.8% | 2% | -0.8% | -3% | -10% | -0.1% | 4% | -4% | -5%
COc1ccc(-c2cc(=NCC(=O)O)c3ccccc3o2)cc1 | -1.2% | 5% | -2.8% | -21% | 1% | 0.0% | 29% | 9% | -13%
CN1CSC(=S)N(C)C1 | -0.1% | 4% | -0.4% | 4% | 6% | 0.1% | 13% | -2% | -12%
O=C(c1ccc(S(=O)(=O)Cc2ccccc2Cl)c([N+](=O)[O-])c1)N1CCN(c2ccccn2)CC1 | -0.7% | 5% | 6.9% | -34% | 12µM* | -1.0% | -1% | 0% | -6%
CCCCN=Cc1c(O)n(-c2c(C)cc(C)cc2C)c(=O)[nH]c1=O | 6.5% | 1% | -3.4% | -27% | 2% | ? | 7% | 0% | 4%
C=CCN1CCc2cccc3c2[C@H]1Cc1ccc(O)c(O)c1-3 | -1.3% | -4% | 15% | 3%[20 µM] | -12% | -0.2% | -21% | 0% | -4%
O=[N+]([O-])c1cc(S(=O)(=O)c2ccc(O)c([N+](=O)[O-])c2)ccc1O | 48% | 21% | -6.3% | 17% | -1% | 0.2% | 32% | 1% | nt
CCOC(=O)C1=CC(=C2C(=O)N(CC)C(=S)N(CC)C2=O)c2ccccc2O1 | 16% | 8% | -3.8% | -16% | -12% | 0.1% | 13% | 4% | 4%
C[C@H]1O[C@@H](OC2CC[C@]3(C=O)[C@H]4CC[C@]5(C)[C@@H](C6=CC(=O)OC6)CC[C@]5(O)[C@@H]4CC[C@]3(O)C2)CC2OC(C)(C)OC21 (stereo partly drawn) | 2.7% | 2% | -3.3% | -177% | 89%* | -0.1% | 8% | -8% | 17%
Cc1nc2ccccc2c(=O)n1-c1ccccc1[N+](=O)[O-] | 0.8% | 1% | nt | 10%[20 µM] | -25% | 0.5% | -4% | -4% | -4%
Cc1ccc(N)c(C(=O)c2ccc(Br)cc2)c1 | -0.7% | -5% | -1.2% | -6% | -33% | 0.5% | 6% | 9% | 13%
O=C(c1cc([N+](=O)[O-])ccc1N1CCNCC1)N1CCOCC1 | -0.9% | 10% | -1.6% | 23% | -5% | 0.1% | -11% | -2% | 1%
CCCc1nc2ccc(Br)cc2c(=O)n1-c1ccc([N+](=O)[O-])c(C(F)(F)F)c1 | 2.0% | -1% | -1.8% | -4% | 11% | 0.5% | 4% | -4% | -8%
COC(=O)Cn1cc(/C=C2\C(=O)NC(=O)N(c3ccc(OC)cc3)C2=O)c2ccccc21 | 164% | -1% | 0.3% | -12% | 11% | -0.1% | 26% | 12% | 5%
COc1cc2c(cc1OC)-c1c3c(cc4c1[C@@H](C2)N(C)CC4)OCO3 | 9.5% | 44% | 3.8% | -4% | -24% | 0.2% | 12% | -13% | 6%
CN(C)[C@@H]1C(=O)C(C(N)=O)=C(O)[C@@]2(O)C(=O)C3=C(O)c4c(O)ccc(Cl)c4[C@@](C)(O)C3C[C@@H]12 (stereo partly drawn) | 42% | 8% | 0.8% | -22% | -52% | 0.2% | 24% | 3% | -13%
CCN(CC)CCCN=Cc1c(O)n(CCc2ccc(F)cc2)c(=O)[nH]c1=O | -2.4% | -4% | -1.4% | -17% | 20% | -0.2% | 0% | 2% | 6%
O=c1c(/C=N/N2CCOCC2)c(O)n(-c2ccccc2)c(=S)n1-c1ccccc1 | 4.3% | -1% | 3.7% | 16% | 3% | -0.5% | 10% | 4% | -16%
CCC1(CC)C(=O)NC(=NCCc2c[nH]c3ccccc23)NC1=O | -0.1% | 2% | -1.2% | 0% | -3% | -0.1% | -8% | 7% | -2%
CN1CCN(/N=C/c2c(O)n(C)c(=O)n(C)c2=O)CC1 | -0.7% | -4% | nt | -14%[20 µM] | -6% | -0.1% | -2% | 4% | 27%
Cc1ccc(S(=O)(=O)NC(Cc2cnc[nH]2)C(=O)O)cc1 (stereo not drawn) | -1.7% | -5% | 3.1% | 20% | -13% | -0.2% | -7% | 1% | 7%
CCN(CC)c1ccc(N=Cc2c(O)[nH]c(=O)[nH]c2=O)cc1 | 0.1% | -2% | -4.5% | 16% | -21% | -0.2% | -9% | -2% | -3%
Cc1cccc(N2C(=O)NC(=O)/C(=C\C=C\c3ccco3)C2=O)c1 | 98%* | 3% | 1.6% | -32% | -6% | 2.8% | 8% | 7% | -18%
CCOc1ccc(N=Cc2c(O)n(-c3ccc(C)c(C)c3)c(=O)[nH]c2=O)cc1 | -1.0% | -3% | -0.6% | -6% | -8% | -0.1% | 6% | 12% | -5%
COc1ccc(NC(=O)CN2C3CCC2CC(O)(c2cccnc2)C3)cc1OC (stereo not drawn) | -0.5% | 3% | -0.1% | 12% | -4% | -0.2% | 8% | -13% | -10%
C=COCCn1c(C)c(C(=O)OCC)c2cc(O)ccc21 | 4.7% | 2% | 8.5% | 13% | 7% | -0.4% | 0% | 13% | 10%
CCCCn1c(O)c(C=NCCCN(CC)CC)c(=O)[nH]c1=O | -1.1% | 2% | -1.5% | -2% | 1% | 0.1% | 2% | -1% | -11%
CCOC(=O)c1cc(C)n(CCc2cnc[nH]2)c1C | 1.9% | -4% | -12% | -6% | -14% | 0.6% | 7% | -13% | -12%
CCN(CC)C1=NC(=[N+](CC)CC)c2ccccc21 | 3.4% | 2% | 6.2% | -27% | 38% | 1.0% | 6% | 2% | 4%
CCOC(=O)c1cc(C(O)(C(=O)OC)C(F)(F)F)c(/N=C/N(C)C)o1 (stereo not drawn) | -1.6% | -2% | -6.3% | 2% | 8% | -0.2% | 14% | 14% | -12%
Cc1ccccc1-c1nc(CS(=O)CC(=O)N2CCC3(CC2)OCCO3)c(C)o1 (stereo not drawn) | 0.4% | -6% | 1.1% | 9% | 23% | 0.0% | -9% | 4% | 9%
CC(=NCCC1=CCCCC1)c1c(O)n(C)c(=O)n(C)c1=O | -1.1% | -7% | 0.5% | 37% | 22% | 0.5% | 5% | 7% | 18%
COc1ccc(C2NCCc3[nH]cnc32)cc1 (stereo not drawn) | -0.1% | 7% | -2.3% | -4% | -19% | -0.2% | 9% | -7% | 7%
Cc1nn(Cc2ccccc2)c(Cl)c1C(=O)OCC(=O)N1CCCC1 | 0.0% | -6% | 1.1% | 6% | -9% | -0.4% | 6% | 4% | 1%
CCCCC/C(=N/O)c1c(C)[nH]c2ccccc12 | -0.7% | 2% | -0.2% | nt | 10% | 0.6% | -1% | 11% | -12%
CCn1c(O)c(C(c2ccccn2)c2c(O)n(CC)c(=S)[nH]c2=O)c(=O)[nH]c1=S | 1.2% | 1% | -2.8% | -2% | 17% | -0.1% | -2% | -7% | 13%
C=CCN1C(=O)/C(=C\c2ccc(N3CCOCC3)o2)C(=O)NC1=S | 39% | 1% | 0.8% | -28% | -1% | -0.8% | -3% | -8% | -7%
CCOc1cccc(OCC)c2c(C)[n+](CC3CCCO3)c(C)c1-2 (stereo not drawn) | 45% | 12% | 7.2% | -16% | -22% | -0.2% | 16% | -2% | 1%
Cc1cc(C(=O)NP(=O)(N2CCOCC2)N2CCOCC2)c(C)n1C1CC1 | -1.0% | -8% | -5.5% | 20% | -12% | 0.8% | 38% | -10% | -3%
CN(C)S(=O)(=O)Oc1ccc(C(=O)Nc2cccc(C(F)(F)F)c2)cc1 | -1.2% | -1% | 0.1% | -15% | 11µM* | -0.2% | 10% | -2% | 10%
O=c1c2ccc(Cl)cc2[nH]c(=S)n1-c1cccnc1 | -1.8% | -3% | -7.2% | 4% | 14% | 1.7% | -8% | 12% | 11%
O=C1NC(=O)C(=CN2CCc3ccccc32)C(=O)N1 | 13% | 0% | 9.4% | -35% | 0% | -0.2% | 20% | -4% | 9%
Cc1nn(Cc2ccccc2)c(C)c1C=C1C(=O)NC(=O)NC1=O | 14% | 4% | 2.3% | -3% | -38% | -0.1% | 7% | 5% | 6%
